High-throughput results (PubChem BioAssay)
NRP1-CendR mod: modulators of CendR peptide binding to NRP-1, primary screen, biochemical, fluorescence polarization, uHTS. Neuropilin-1 (Homo sapiens), O14786. FAM-RPARPAR peptide binding to NRP-1. inhibition, % at 25 µM. actives 0.85% (n = 360,000). AID 602438, 2012;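 active = inhibition or corrected inhibition above about 18%, plus a signal ratio from 0.5 to 1.5, limit read from the data, passing the limit was not always enough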; also: strong numbers were not always called active
SKN-1 block: suppressors of acrylamide-induced Pgst-4::GFP reporter in worms, primary screen, SKN-1 inhibitor project, whole organism, uHTS, GFP/RFP fluorescence ratio, strain VP596; actives 0.49% (n = 360,000); inhibition, % at 21.8 µM; C. elegans VP596 Pgst-4::GFP/RFP ratio, 24 h;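 active = interference check ratio from 0.5 to 1.5 plus GFP to RFP signal ratio inhibition reaching or exceeding a fixed threshold, cut at about 30% in these data, passing the limit was not always enough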; also: some compounds called inactive have numbers as strong as hits
NadD block: inhibitors of S. aureus NadD, primary screen, biochemical, colorimetric, uHTS | actives 0.78% (n = 360,000) | AID 602399, 2012 | purified NadD enzyme, colorimetric absorbance read-out | inhibition, % at 20 µM; in the data active = inhibition above about 26%; also: some compounds past the cut are filed as inactive
MT1-MMP act inh: blockers of MT1-MMP proenzyme processing, primary screen, HT1080 RFP-PRO-GFP cells, GFP/RFP fluorescence. GFP/RFP ratio change, % at 20 µM. GFP/RFP ratio fluorescence, overnight; percent of plate control window, DMSO zero. Matrix metalloproteinase-14 (Homo sapiens), P50281. AID 651647, 2012. actives 0.061% (n = 360,000);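 active = GFP/RFP ratio change of at least 30% with cell ATP level not reduced by more than half and red fluorescence within 50% of control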; also: strong numbers were not always called active
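Material – HT1080 RFP-PRO-GFP cells · Control set – DMSO wells and RFP-L50D-GFP cells · Incubation – overnight cell settling, then overnight compound exposure, 37 °C, 5% CO2 · Compound dosing – single-point 20 µM compound, 1% DMSO · Read-out – GFP/RFP fluorescence ratio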
Scp-1 inhibitor: Scp-1 phosphatase inhibitors, primary screen, biochemical, colorimetric, uHTS; actives 0.88% (n = 340,000); Carboxy-terminal domain RNA polymerase II polypeptide A small phosphatase 1 (Homo …; Recombinant Scp1, phosphopeptide, malachite green phosphate absorbance; inhibition, % at 20 µM;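 active = inhibition above about 50% at 20 µM, limit read from the data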;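 also: plate controls were DMSO wells with enzyme for no effect and wells lacking enzyme for full effect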
Target sequence (Q9GZU7 76-261 limits assumed): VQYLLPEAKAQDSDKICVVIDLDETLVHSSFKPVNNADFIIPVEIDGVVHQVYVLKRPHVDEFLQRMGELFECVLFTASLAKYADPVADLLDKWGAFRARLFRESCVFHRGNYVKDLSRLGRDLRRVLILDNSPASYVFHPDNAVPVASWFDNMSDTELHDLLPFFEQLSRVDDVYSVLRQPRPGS
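Test system: SCP-1 phosphatase catalytic domain, residues 76-261 | Compound dosing: One concentration, 20 µM, with 1.0% DMSO | Schedule: 45 min room-temperature reaction, 5 min colour, 30 min stabiliser | Detection: Absorbance at 630 nm | Read-out basis: % inhibition of SCP-1 phosphate liberation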
Rpn11 block: Rpn11 (PSMD14) deubiquitinase inhibitors, primary screen, biochemical, fluorescence polarization, uHTS; human 26S proteasome, Ub4-pepOG fluorescence polarization; 20S core pre-blocked with epoxomicin; calls only at 20 µM; 26S proteasome non-ATPase regulatory subunit 14 (Homo sapiens), O00487; actives 0.59% (n = 360,000);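 active = inhibition at 20 µM, scaled to each plate's controls, above about 33%, limit read from the data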
STEP inh: STEP phosphatase inhibitors, primary screen, biochemical, fluorescence intensity, uHTS; Tyrosine-protein phosphatase non-receptor type 5 (Homo sapiens), P54829; recombinant STEP, OMFP fluorogenic substrate; inhibition, % at 20 µM; actives 0.25% (n = 360,000); AID 588621, 2011;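 active = inhibition at 20 µM, scaled per plate between control wells, above about 37%, limit read from the data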;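 also: 0% = DMSO with enzyme and substrate and 100% = substrate only without enzyme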
Target sequence (P54829 whole entry, looked up): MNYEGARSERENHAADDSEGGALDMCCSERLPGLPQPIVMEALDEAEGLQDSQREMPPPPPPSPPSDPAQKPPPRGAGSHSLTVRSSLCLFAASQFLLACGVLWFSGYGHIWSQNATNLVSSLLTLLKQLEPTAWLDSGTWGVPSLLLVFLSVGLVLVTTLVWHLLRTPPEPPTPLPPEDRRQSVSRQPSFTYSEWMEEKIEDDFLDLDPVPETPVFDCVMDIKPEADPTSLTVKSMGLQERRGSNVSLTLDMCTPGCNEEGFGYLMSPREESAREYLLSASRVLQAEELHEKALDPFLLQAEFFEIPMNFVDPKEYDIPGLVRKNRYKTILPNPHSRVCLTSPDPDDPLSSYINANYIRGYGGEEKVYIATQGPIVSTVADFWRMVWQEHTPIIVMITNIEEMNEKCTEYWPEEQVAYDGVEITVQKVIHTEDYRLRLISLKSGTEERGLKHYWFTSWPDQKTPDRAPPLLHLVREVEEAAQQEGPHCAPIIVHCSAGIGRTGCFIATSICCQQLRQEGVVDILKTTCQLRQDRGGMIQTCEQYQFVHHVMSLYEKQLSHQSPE
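Assay system: isolated STEP enzyme / Timing: 20 min at room temperature, dark / Doses: 20 µM, 1% DMSO / Technique: fluorescence intensity, excitation 480 nm, emission 540 nm / Reagent: fluorogenic phosphatase substrate OMFP at 25 µM final / Measure: percent inhibition scaled to no-enzyme and uninhibited-enzyme controls, plate-pattern corrected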
LMPTP inh: LMPTP phosphatase inhibitors, primary screen, biochemical, fluorescence intensity, uHTS; actives 0.22% (n = 360,000); inhibition, % at 20 µM; recombinant LMPTP-A, OMFP fluorogenic substrate; Low molecular weight phosphotyrosine protein phosphatase (Homo sapiens), P24666;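 active = compounds that cut the enzyme signal by at least half of the control window in the single-dose screen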;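 also: plate controls were DMSO wells with enzyme plus substrate for no effect and substrate without enzyme for full effect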
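Assay system: LMPTP-A enzyme. Input: 0.625 nM LMPTP-A final. Probe or stimulus: 400 µM OMFP. Compound dosing: single 20 µM dose. Schedule: 50 min dark incubation at room temperature. Detection: fluorescence intensity of OMFP turnover product. Read-out: percent inhibition versus substrate-only and uninhibited controls. Benchmarks: no-enzyme low control, uninhibited high control.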
SUMO1 PPI mod: modulators of SUMO1 protein-protein interactions, primary screen, biochemical, uHTS; AID 602429, 2012; SUMO1 binding to a labelled peptide, TR-FRET, 1 h; inhibition, % at 20 µM; actives 0.33% (n = 360,000); Small ubiquitin-related modifier 1 (Homo sapiens), P63165; in the data active = inhibition above about 37%
Target sequence (P63165 whole entry, looked up): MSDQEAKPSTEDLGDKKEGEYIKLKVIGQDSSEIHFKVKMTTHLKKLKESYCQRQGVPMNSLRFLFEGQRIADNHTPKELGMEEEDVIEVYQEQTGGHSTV
DNMT1 inh: human DNMT1 methyltransferase inhibitors, primary screen, biochemical, molecular beacon, fluorescence, HinP1I cleavage, uHTS | inhibition (reported as % activation of signal), % at 10 µM | actives 0.83% (n = 360,000); in the data active = inhibition above about 50%
* = called active by the depositor; i = inactive; . = not tested or not shown.

NRP1-CendR mod	SKN-1 block	NadD block	MT1-MMP act inh	Scp-1 inhibitor	Rpn11 block	STEP inh	LMPTP inh	SUMO1 PPI mod	DNMT1 inh	SMILES
0	21	-1	0	-10	i	-2	-5.2	-31	-1	CCN(Cc1ccccc1)C(=O)CCc1nc(CN2CCN(C(=O)c3ccc([N+](=O)[O-])cc3)CC2)no1
-11	0	-4	-2	-8	i	-1	-1.6	-2	0	Cc1cc(C)c(N)c(C(=O)O)c1
4	10	-8	-4	-6	i	0	2.4	5	-4	CSCCC(NS(=O)(=O)c1cccc(C(F)(F)F)c1)C(=O)N(C)CCOc1ccc(Cl)cc1 (configuration not stated)
-19	-9	11	-11	.	i	0	3.5	-4	13	Cc1ccc(Cc2c(-c3ccc(C)cc3)nc3ccc(Br)cn23)cc1
0	23	8	4	-12	i	0	1.4	-2	1	COc1ccccc1NS(=O)(=O)c1cc(C)ccc1C
-8	-10	-1	-6	-4	i	0	0.5	-27	-9	COc1cccc(NC(=O)C2CCCN(S(=O)(=O)c3cccc4nsnc34)C2)c1 (configuration not stated)
2	-7	-6	2	-1	i	-1	-0.9	-7	1	COc1ccc(CC(=O)NCC2(c3ccc(OC)c(OC)c3)CCCC2)cc1
-14	22	4	1	-7	i	1	-0.5	4	2	Cc1ccc(C)c(-c2nnc(NC(=O)C3=COCCO3)o2)c1
-2	0	-1	1	-8	i	2	0.0	3	-3	CSc1nc(-c2ccccc2)nc(NC(C)=O)c1C(C)=O
9	-3	3	4	-9	i	8	0.6	-6	-2	COc1cc(OC)c(OC)cc1/C=N/n1c(COc2ccccc2)n[nH]c1=S
-12	-13	1	.	2	i	-2	-0.9	1	2	CCOc1ccccc1NC(=O)CCN1CCN(S(=O)(=O)c2ccc(Br)cc2)CC1
-4	-24	-4	2	11	i	-1	1.6	-6	-1	COc1cc(C2C(C(=O)c3cccs3)=C(O)C(=O)N2Cc2ccco2)cc(OC)c1OC (configuration not stated)
8	-3	-7	-2	-6	i	0	-0.2	-21	2	O=C(O)c1nn(Cc2nc3ccccc3o2)c(=O)c2ccccc12
4	-22	-4	0	-9	i	0	0.8	10	-4	CCOC(=O)C1=CN(Cc2cccc(F)c2)S(=O)(=O)N(C)C1c1cccc(OC)c1 (configuration not stated)
-15	-2	10	3	-4	i	-3	-1.5	-7	1	CCOC(=O)/C(C(C)=O)=C1/OC(=O)c2ccccc21
4	8	1	3	-4	i	-2	0.9	2	-2	COc1cc(C(=O)NC2CC3CCCC(C2)N3Cc2ccccc2)cc(OC)c1OC (configuration not stated)
10	30	2	5	-8	i	5	-3.9	1	3	CCCCCn1c(N2CCC(C(N)=O)CC2)nc2c1c(=O)[nH]c(=O)n2C
3	18	4	7	3	i	-2	2.2	-1	-12	CCC(CO)Oc1cc(NC(=O)c2ccc(OC)cc2)c2ncn(C(C)C)c2c1 (configuration not stated)
15	0	0	-2	-8	i	4	3.1	4	-4	COc1ccc(-n2nnnc2/C=C/Nc2cc(C(F)(F)F)ccc2OC)cc1
9	4	31*	3	-11	i	2	4.6	-4	-13	COc1ccc(/C=N/NC(=O)c2ccn[nH]2)cc1COc1ccc([N+](=O)[O-])c(C)c1
5	15	-2	3	1	i	-1	-0.1	-25	0	COc1ccc(NC(=O)c2ccco2)cc1NC(=O)c1ccccc1[N+](=O)[O-]
5	-12	-7	5	1	i	-1	-1.6	-4	1	O=C(CN1CCOCC1)Nc1nc(-c2ccc(Cl)cc2)cs1
1	18	7	-1	0	i	-3	-0.4	4	-9	Fc1ccc(CNn2cnnc2SCc2ccc(F)cc2)cc1
-6	-6	10	-2	1	i	-1	-1.2	-19	2	N/C(=N\OC(=O)c1ccccc1[N+](=O)[O-])c1ccccn1
7	-8	10	-7	-10	i	-1	-0.7	-7	3	C1=C(c2ccccc2)Nc2nnnn2C1
8	8	1	-5	-13	i	5	3.6	-1	-5	CC(=O)c1ccc2c(c1)c1ccccc1n2CC(C)C
7	2	-4	3	-13	i	-3	-2.1	1	1	Clc1cccc(Cl)c1CSc1nnc([C@@H]2CCCN2)o1
8	0	-1	1	-8	i	-3	-1.5	1	0	O=S(=O)(c1ccccc1F)N1CCN(CCOc2ccccc2)CC1
2	2	9	-11	.	.	.	2.9	-1	.	CCCCn1nnnc1C(c1ccccc1)N1CCN(c2ncc(C(F)(F)F)cc2Cl)CC1 (configuration not stated)
1	17	-2	7	-4	i	-6	-2.1	3	1	Cc1nc2ccc(Cl)cc2c(-c2ccccc2F)c1CC(=O)O

Already shown: an excerpt of the list.
NRP1-CendR mod	SKN-1 block	NadD block	MT1-MMP act inh	Scp-1 inhibitor	Rpn11 block	STEP inh	LMPTP inh	SUMO1 PPI mod	DNMT1 inh	SMILES
5	15	-2	3	1	i	-1	-0.1	-25	0	COc1ccc(NC(=O)c2ccco2)cc1NC(=O)c1ccccc1[N+](=O)[O-]
5	-12	-7	5	1	i	-1	-1.6	-4	1	O=C(CN1CCOCC1)Nc1nc(-c2ccc(Cl)cc2)cs1

(listing goes on)
NRP1-CendR mod	SKN-1 block	NadD block	MT1-MMP act inh	Scp-1 inhibitor	Rpn11 block	STEP inh	LMPTP inh	SUMO1 PPI mod	DNMT1 inh	SMILES
3	-8	-6	2	-1	i	1	-1.8	-2	4	COc1ccc(C(=O)NNC2CC(=O)N(Cc3ccc(Cl)cc3)C2=O)cc1OC (configuration not stated)
4	9	4	-2	-3	i	-4	0.1	-2	-1	COc1cccc(NC(=O)Nc2cc(C(=O)O)ccc2N2CC3CC(C2)c2cccc(=O)n2C3)c1 (configuration not stated)
-9	3	-2	0	-4	i	8	-0.5	1	0	CCc1c(C)nc2ncnn2c1N1CCC(C(=O)Nc2ccccc2)CC1
7	2	-9	-2	-4	i	-1	1.4	-1	-1	CC(=O)N1CCN(C(=O)c2ccc(OC3CCN(Cc4ccccn4)CC3)cc2)CC1
0	-5	-3	3	-11	i	-5	-1.7	0	-2	CCCC(=O)Nc1ccc(Br)c(Cl)c1
-3	-7	-3	0	.	i	-2	-1.5	0	5	CCCNC(=O)C1(C)CCCN(C(=O)c2cccc(OC(F)(F)F)c2)C1 (configuration not stated)
-1	3	0	-3	-8	i	-1	0.3	-10	0	Cc1ccc2nc(-c3ccncc3)cc(C(=O)NCc3ccccc3F)c2c1
8	-12	3	-3	0	i	-2	-1.0	3	0	Cn1c(Cn2c(=O)sc3ccccc32)nnc1SCC(N)=O
-6	22	-1	4	7	i	2	-2.4	2	7	CCCCCCC(NC(=O)c1ccc(C)cc1)C(=O)O (configuration not stated)
-7	-21	13	-1	-3	i	2	-2.0	0	-2	C=CCN=C(NC#N)SCc1ccccc1Cl

The last 2 compounds of the section above open the next one.
NRP1-CendR mod	SKN-1 block	NadD block	MT1-MMP act inh	Scp-1 inhibitor	Rpn11 block	STEP inh	LMPTP inh	SUMO1 PPI mod	DNMT1 inh	SMILES
-6	22	-1	4	7	i	2	-2.4	2	7	CCCCCCC(NC(=O)c1ccc(C)cc1)C(=O)O (configuration not stated)
-7	-21	13	-1	-3	i	2	-2.0	0	-2	C=CCN=C(NC#N)SCc1ccccc1Cl
12	1	-4	0	-10	i	0	-0.6	-1	2	COc1nnc(-c2ccc(C)c(S(=O)(=O)NC(C)C)c2)c2ccccc12
-1	13	0	3	-1	i	-4	0.9	-4	1	O=C(c1ccccc1)c1ccc[nH]1
4	15	0	0	-3	i	2	-50	-1	-5	O=C(Cc1cccc2ccccc12)Nc1ccc2c(c1)C(=O)NC2=O
3	-13	4	0	6	i	0	-1.6	-3	-5	C=CCN(c1ccc(C(N)=O)cc1)S(C)(=O)=O
0	8	57*	0	0	i	-4	-1.0	-5	-25	O=C(Nc1ccccc1)c1nc[nH]c1C(=O)NCCN(CCNC(=O)c1[nH]cnc1C(=O)Nc1ccccc1)CCNC(=O)c1[nH]cnc1C(=O)Nc1ccccc1
1	-12	1	4	-4	i	1	0.2	-9	6	CC(C)c1cccc(-c2ccc3c(c2)S(=O)(=O)c2cccc(C(=O)O)c2C3=O)c1
-7	-9	0	1	-6	i	-4	0.7	-16	-1	CC(=O)c1sc(NC(=O)CS(=O)(=O)c2ccccc2)nc1-c1ccccc1
10	9	-5	-1	-2	i	0	-0.1	-3	2	O=C(c1ccsc1)N1CCCC(N2CCN(c3cccc(C(F)(F)F)c3)CC2)C1 (configuration not stated)
1	10	-5	6	-8	i	2	-1.1	-2	-1	COc1cccc(OCc2ccc(C(=O)NCC3CCCO3)cc2)c1 (configuration not stated)
13	9	0	0	-6	i	-1	-0.7	2	-2	COc1ccc(N2CCN(C(=O)CN3C(=O)COc4ccccc43)CC2)cc1
12	12	13	-3	-2	i	-1	2.6	1	27	COc1ccc(/C=N/Nc2nc(Nc3ccccc3)nc(N3CCCC3)n2)cc1[N+](=O)[O-]

The order is random. Share with any hit: about 3.9%.
